# D1 antag: blocks dopamine activation of the human D1 receptor; P21728; HEK293 TREx D1 cells, calcium flux, dopamine EC80; active compounds read low; activity change, negative = inhibition, % at 10 µM; 360,000 compounds, 3.2% hits; AID 504652; in the data active = activity change below about -30%; note: % is set by controls: 0 for no effect and ±100 for the full control effect
# Target sequence (P21728 whole entry, looked up): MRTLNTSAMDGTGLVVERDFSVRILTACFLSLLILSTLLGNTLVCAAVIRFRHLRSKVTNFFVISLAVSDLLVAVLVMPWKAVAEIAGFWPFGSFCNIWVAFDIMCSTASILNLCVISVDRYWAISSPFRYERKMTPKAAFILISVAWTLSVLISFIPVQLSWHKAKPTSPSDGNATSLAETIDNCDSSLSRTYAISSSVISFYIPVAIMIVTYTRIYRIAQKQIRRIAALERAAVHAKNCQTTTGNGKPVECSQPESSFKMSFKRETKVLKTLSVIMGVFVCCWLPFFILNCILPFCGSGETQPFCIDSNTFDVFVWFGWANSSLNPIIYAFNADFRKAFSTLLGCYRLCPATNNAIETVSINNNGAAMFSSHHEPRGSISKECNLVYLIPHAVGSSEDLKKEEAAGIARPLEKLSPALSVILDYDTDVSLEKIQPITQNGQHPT
#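 Tetracycline-induced HEK293 Trex D1 cells, force-coupled to calcium, dye-loaded; compounds added and read 180 s, then EC80 dopamine added and calcium flux tracked kinetically another 180 s.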
# D1 ag: agonists of human D1 dopamine receptor; P21728; HEK293 T-REx D1 cells, calcium flux, agonist mode; activation, % at 2 µM; 360,000 compounds, 1% hits; AID 504660; in the data active = activation above about 30%; note: 0% is about no effect
#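 Agonism was scored from calcium flux recorded over 180 s (1 read/s) after pintool compound addition, following a 10-cycle baseline. Cells were inducible force-coupled HEK293 TREx D1, plated overnight at 30 C and loaded with no-wash calcium dye.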
# D1 PAM: enhances dopamine response at the human D1 receptor; potentiation, % at 10 µM; HEK293 TREx D1 cells, calcium flux, dopamine EC20 potentiation; 360,000 compounds, 0.036% hits; in the data active = potentiation above about 30%; note: 0% is about no effect
# LDHA block: inhibitors of human lactate dehydrogenase A. activity change, % (values are at about 110 or 230 µM). AID 1347041. 480,000 compounds, 0.15% hits. purified LDHA, NADH/diaphorase-resazurin fluorescence; active compounds read low; in the data active = activity change below about -30%; inconclusive = mostly about -25% to -30%;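 note: plate controls were DMSO wells for no effect and wells without enzyme for full effect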
#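 Human LDH5 at 2 nM final in Tris HCl pH 7.4 with 0.06 mM NADH and 0.2 mM pyruvate, reacted 5 minutes at room temperature. Remaining NADH coupled via diaphorase/resazurin; resorufin fluorescence read at 0 and 20 minutes, normalized to enzyme-free and DMSO wells.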
# Vif-A3G inh: Vif-A3G binding inhibition; 410,000 compounds, 0.076% hits; Potency, µM (doses to about 46.1 µM), for the others: at the top dose activity, negative = active, hits mostly inhibitors; AID 602310; HeLa A3G-eYFP + Vif (tagged APOBEC3G with the HIV-1 protein that degrades it), YFP fluorescence, overnight; Q9HC16;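 note: potency is the fitted concentration of half-maximal effect; % is set by controls: 0 for no effect and ±100 for the full control effect; nearly all actives have a fitted effect of over 60% in size; hits raise eYFP signal because A3G escapes Vif-driven loss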
#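 HeLa cells stably expressing Vif and C-terminally eYFP-tagged A3G, seeded overnight at 37 deg C, then exposed to compound by pintool overnight at 37 deg C. Rise in yellow fluorescence (Ex 488/Em 500-530, Acumen) marks blocked Vif-driven A3G degradation.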
# RXFP1 agonist: agonists of human relaxin receptor RXFP1; HEK293T-RXFP1 cAMP TR-FRET, 30 min; response scale: percent of porcine relaxin response, buffer zero; Potency, µM (top dose mostly 57.5 µM), inactives show at the highest dose activation, hits mostly activators; 370,000 compounds, 0.3% hits; AID 2676; note: potency is the fitted concentration of half-maximal effect; % is set by controls: 0 for no effect and ±100 for the full control effect; nearly all actives have a fitted effect of over 60% in size; many of its hits are not listed in these tables
#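 Agonist response is measured as cAMP accumulation in an RXFP1-transfected HEK293T line under PDE4 inhibition. Values are scaled between buffer-only and 29 nM porcine relaxin, and EC50s come from standard Hill equation fits.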
# Glioma ERSR ind: inducers of ER stress response in human glioma cells. U87-MG GRP78 promoter luciferase reporter, 16 h. Potency, µM, for the others: top-dose activation, most hits filed as activators. 420,000 compounds, 0.02% hits; note: potency is the fitted concentration of half-maximal effect; series mostly up to about 76 µM; % of control where 0% means no effect; nearly all actives have a fitted effect of over 35% in size
#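 Stably transfected U87-MG human glioma cells carrying a GRP78-based luminescent sensor were seeded at 1000 cells/well, pin-dosed with compounds and incubated 16 h. Luciferase reagent was then added, and end-point luminescence was read after 10 min at room temperature.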
# D2 potentiator: positive allosteric modulators of human D2 dopamine receptor; P14416; HEK293 T-REx D2, calcium flux, EC20 dopamine potentiation; potentiation, % at 10 µM; 340,000 compounds, 0.34% hits; AID 485347;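 active = potentiation over 3 SD above the plate norm, cut at about 30% in these data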; note: 0% is about no effect
# Target sequence (P14416 whole entry, looked up): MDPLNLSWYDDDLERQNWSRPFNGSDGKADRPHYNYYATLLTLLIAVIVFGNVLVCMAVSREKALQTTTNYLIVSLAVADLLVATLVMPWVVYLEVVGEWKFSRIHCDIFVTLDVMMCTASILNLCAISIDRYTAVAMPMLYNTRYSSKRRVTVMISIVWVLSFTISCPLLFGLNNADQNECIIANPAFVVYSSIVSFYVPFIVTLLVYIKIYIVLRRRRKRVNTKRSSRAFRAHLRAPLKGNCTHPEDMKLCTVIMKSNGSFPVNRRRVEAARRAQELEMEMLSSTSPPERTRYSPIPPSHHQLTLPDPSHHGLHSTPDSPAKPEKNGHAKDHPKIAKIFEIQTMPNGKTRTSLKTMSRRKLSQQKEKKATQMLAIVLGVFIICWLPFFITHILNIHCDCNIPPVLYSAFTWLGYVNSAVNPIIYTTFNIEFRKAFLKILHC
#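 Tetracycline-induced Hek293 Trex D2 cells, force-coupled to calcium, loaded with no-wash calcium dye. Compound added with 180 s kinetic read for agonism, then EC20 dopamine and a further 180 s read for potentiation.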
# Vif-APOBEC3F blk: inhibitors of Vif-A3F interaction; HeLa A3F-eYFP + Vif (tagged APOBEC3F with the HIV-1 protein that degrades it), YFP fluorescence increase; Potency, µM (highest dose often 46.1 µM), for inactives: at the top dose activity, negative = active; 390,000 compounds, 0.2% hits; note: potency is the fitted concentration of half-maximal effect; % of control where 0% means no effect; nearly all actives have a fitted effect of over 65% in size
#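 HeLa cells stably expressing Vif plus C-terminally eYFP-tagged A3F were seeded, incubated overnight at 37 deg C, dosed with compound, incubated overnight again at 37 deg C. Yellow fluorescence (Ex 488/Em 500-530) reported blocked Vif-mediated A3F-eYFP degradation.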
# * marks the source's active call; other numbers are inactive results; u = inconclusive; x = no result given; & = joins results of further samples. Unless noted, calls come from the whole dose curve; as a rule, active = well fitted curve in the direction sought with a large enough effect; inconclusive = small, poorly fitted or top-dose-only effect, or another doubt; inactive = no such curve, though single readings can be large; an effect the other way counts as inactive or inconclusive. Only part of the results is shown, so the mix of outcomes need not match the whole.
SMILES,D1 antag,D1 ag,D1 PAM,LDHA block,Vif-A3G inh,RXFP1 agonist,Glioma ERSR ind,D2 potentiator,Vif-APOBEC3F blk
CC1CC(C)CN(c2ccc([N+](=O)[O-])cc2-c2nn[nH]n2)C1 (centres undefined),23,2,2,-6,2%,0.3%,-1%,-11,7%
O=C(NCCCO)C(=O)NCCc1ccc(Cl)cc1,7,4,-2,1,-3%,0.8%,-2%,1,-7%
Cc1ccc(NS(=O)(=O)c2cc(C(=O)NCCCN(C)C)ccc2Cl)cc1Cl,-3,3,3,-2,2%,1.0%,-4%,-21,1%
COc1ccc(N2CCN(C3CCCN(Cc4ccc(F)c(F)c4)C3)CC2)cc1 (centres undefined),21,3,-10,0,7%,-0.8%,-4%,x,-5%
CCN1C(=O)[C@H]2[C@@H](c3ccc(C)cc3)N3C(=O)N(c4cccc(F)c4)C(=O)[C@@]3(CC)[C@H]2C1=O,19,0,8,-4,-2%,2.4%,-5%,3,1%
COc1ccccc1-n1cccc1C=O,10,0,-3,1,-1%,2.6%,0%,11,6%
C=CCOC(=O)C1=C(C)NC(SCC(=O)Nc2nccs2)=C(C#N)C1c1ccc(Cl)cc1 (centres undefined),-70*,1,-14,-1,3%,0.7%,-7%,8,-4%
CC(=O)Nc1ccc(Nc2ccc3c4c(cc(=O)n3C)-c3ccccc3C(=O)c24)cc1,-9,2,3,-7,0%,1.6%,2%,12,1%
O=C(COc1ccc2ccc(=O)oc2c1)NCCc1c[nH]c2ccc(F)cc12,-21,17,-2,-5,0%,-0.4%,-3%,0,-12%
Oc1cccc(/C=N/N2CCN(C3c4ccccc4-c4ccccc43)CC2)c1,15,5,-3,-5,1%,0.0%,-5%,-6,1%
C=C(C)C(O)Cc1c(OC)ccc(C(=O)/C=C/c2ccc(O)cc2)c1O (centres undefined),x,x,x,-2,-13%,x,3%,x,3%
COc1ccc(Cl)cc1NC(=O)CCc1nnc2ccc(N3CCN(C)CC3)nn12,-17,4,0,-6,-6%,12%,-3%,-13,0%
Cc1cccc(NC(=O)COC(=O)c2ccc3c(=O)n4c(nc3c2)CCC4)c1,-2,0,0,-2,2%,-0.1%,1%,-4,5%
O=C(CCNS(=O)(=O)c1ccccc1C(F)(F)F)NC1CCCCCC1,-1,0,-6,-5,1%,0.3%,-4%,-3,7%
COCc1nc2ccccc2n1Cc1ccc(Br)cc1,0,10,8,-4,-7%,0.6%,7%,5,-7%
COc1ccc(NC(=O)c2cc(C)nc3ccccc23)cc1S(=O)(=O)Nc1ccccc1Cl,-4,5,-8,u,-5%,0.7%,-5%,6,2%
Cc1cc(C(=O)N/N=C/c2c(CO)cnc(C)c2O)c2ccccc2n1,6,1,4,4,-6%,3.6%,2%,-3,-2%
CC(=O)c1cc2c(cc1NC(=O)CSc1nnc(C3CC3)n1C)OCO2,x,x,x,3&-10,2%,x,-6%,x,0%
NC(=O)c1ccc(C2SCC(=O)N2CCc2ccccc2)cc1 (centres undefined),0,0,-2,-5,0%,0.3%,1%,10,2%
CC(C)(C)OC(=O)CNC(=O)c1nc[nH]c1C(=O)NCc1ccc(CNC(=O)OC(C)(C)C)cc1,-6,1,-1,-1,1%,-3.3%,-6%,3,1%
O=C(c1ccc2c(c1)N(Cc1ccccc1Cl)C(=O)c1ccccc1S2)N1CCCC1,13,4,-5,-3,-1%,-3.9%,-5%,13,3%
O=C(NCCCN1CCCC1=O)c1cncc(Br)c1,0,4,7,-5,2%,0.9%,-5%,3,-3%
N#C/C(=C(/O)C(Cl)(Cl)Cl)c1nc2ccccc2[nH]1,-13,23,-13,3,-1%,2.5%,-3%,18,-10%
CC(=O)Nc1ccc(S(=O)(=O)NNC(=O)COc2ccc(C(C)(C)C)cc2)cc1,-4,3,0,-4,-8%,0.7%,1%,1,-1%
COc1ccc(C(=O)N2CCN(c3ccc(C)cc3C)CC2)cc1OC,-8,1,1,5,1%,-0.2%,-5%,-4,2%
O=C(Cn1ncc2ccsc2c1=O)N1CCN(c2ccc(F)cc2)CC1,-3,1,-4,-2,0%,1.2%,-3%,-2,-1%
CSc1c(C#N)c(N)nc2sc(C(=O)c3ccc(Cl)c(Cl)c3)c(N)c12,5,4,1,-6,u,-3.0%,-10%,x,u
CC(C)NC(=O)N(C)C[C@H]1Oc2c(NS(=O)(=O)c3ccccc3)cccc2C(=O)N([C@H](C)CO)C[C@@H]1C,x,x,x,4,-2%,x,5%,x,-4%
Cc1c(/C=N/NC(=O)c2ccc(O)cc2)c2ccccn2c1C(=O)c1ccc(F)cc1,-14,-1,-10,-5,-13%,0.8%,-2%,16,6%
N#Cc1ccccc1CSc1nnc2ccc3ccccc3n12,-2,-3,1,-12,1%,0.2%,-1%,4,-11%
O=C(CSc1ccc(F)cc1)N1CCOCC1,5,2,1,-3,4%,0.9%,-1%,-2,0%
CCCNC(=O)Nc1ccc(C(F)(F)F)cc1,-5,4,-5,-1,5%,1.9%,0%,-17,2%
Cc1ccc(NS(=O)(=O)c2ccc3c(c2)CC(=O)N3)cc1Cl,-17,3,-6,-8,-14%,2.4%,-4%,1,-2%
COc1ccc(NC(=O)C2CCCN(c3cnccn3)C2)c(OC)c1 (centres undefined),1&-1,3&1,-7&3,-1&5,-1%&0%,1.3%&1.6%,-6%&-1%,-1&-1,1%&1%
O=C(CN1CCC(NC(=O)Nc2ccccc2)CC1)Nc1ccc([N+](=O)[O-])cc1,-8,3,3,-2,-3%,-0.2%,1%,-10,-11%
CC(=O)c1cccc(OCC(=O)Nc2ccccc2N2CCOCC2)c1,0,0,-6,-1,-16%,2.1%,-3%,-2,-7%
Cc1cccc(NC(=O)C(=O)NCC2CCCN2S(=O)(=O)c2cccs2)c1 (centres undefined),x,x,x,-1,1%,x,2%,x,2%
CCN(CC)S(=O)(=O)c1ccc(NC(=O)C(C)N(c2ccc(OC)cc2)S(C)(=O)=O)cc1 (centres undefined),5,1,-6,2,2%,-0.4%,-1%,-3,-1%
CCn1c(=O)n(CC)c2cc(S(=O)(=O)N3CCc4ccccc43)ccc21,-1,1,-8,0,0%,1.9%,-4%,-1,-8%
CN(C)S(=O)(=O)c1ccc(NC(=O)N2CCN(c3cccc(C(F)(F)F)c3)CC2)cc1,-10,18,-1,3,-3%,-0.6%,-8%,-15,x
CN(C(=O)COC(=O)c1c2c(nc3ccccc13)/C(=C/c1cccc([N+](=O)[O-])c1)CCC2)C1CCS(=O)(=O)C1 (centres undefined),0,2,-5,-2,-1%,2.1%,-1%,8,-4%
CN1CCN(CC(=O)Nc2ccc(OCc3ccccc3)cc2)CC1,0,11,0,x,x,-2.5%,x,x,x
O=C(CSc1ccc2nc(-c3ccccc3)cn2n1)Nc1cccc(F)c1,-6,3,2,-3,-6%,14%,0%,7,4%
CC(=O)NCCC(=O)Nc1nc(-c2ccccc2Cl)cs1,10,0,-3,-1,-11%,2.5%,2%,-14,-12%
O=C(NCCc1c[nH]c2ccccc12)c1ccc([N+](=O)[O-])o1,x,x,x,1,-23%,x,2%,x,2%

# 2 of the compounds above, tab-delimited:
Compound	D1 antag	D1 ag	D1 PAM	LDHA block	Vif-A3G inh	RXFP1 agonist	Glioma ERSR ind	D2 potentiator	Vif-APOBEC3F blk
CN1CCN(CC(=O)Nc2ccc(OCc3ccccc3)cc2)CC1	0	11	0	x	x	-2.5%	x	x	x
O=C(NCCc1c[nH]c2ccccc12)c1ccc([N+](=O)[O-])o1	x	x	x	1	-23%	x	2%	x	2%

# (next part)
SMILES,D1 antag,D1 ag,D1 PAM,LDHA block,Vif-A3G inh,RXFP1 agonist,Glioma ERSR ind,D2 potentiator,Vif-APOBEC3F blk
COC(=O)c1c(S(=O)(=O)N2CCOCC2)c(C)n(C)c1C,-9,1,-11,-6,0%,2.3%,-4%,-7,0%
COc1cccc(CNC(=O)C(=O)N2CCC3(CC2)OCCN3S(=O)(=O)c2ccc(C)cc2)c1,-12,3,-8,5,2%,-0.4%,-1%,-1,-3%
Cc1ccc(-c2csc(NC(=O)/C=C/c3cccs3)n2)cc1C,-79*,3,-4,1,-1%,1.2%,-3%,-12,-6%
Cc1nn(-c2ccccc2)c2c1c(C)c(CCC(=O)NCC1CCCO1)c(=O)n2C (centres undefined),-2,2,-11,1,-2%,3.1%,0%,8,4%
CC1CCCN(S(=O)(=O)c2ccc(C(=O)Nc3nnc(-c4ccccn4)o3)cc2)C1 (centres undefined),-13,3,-1,-3,0%,0.1%,-2%,10,0%
Cc1ccc(N=Nc2c(=O)[nH]n3c(=O)cc(C)[nH]c23)cc1,x,0,0,0,2%,0.9%,4%,38*,9%
C/C(=N\NC(=O)c1cc(-c2ccco2)nc2ccccc12)c1cccnc1,-18,4,-1,-5,-13%,3.0%,1%,15,1%
CCC(=O)NC(=S)Nc1ccc(NC(=O)c2ccc(Br)o2)cc1,-27,1,-4,1,0%,2.2%,4%,-3,2%
CCOC(=O)C1=C(CN2CCN(c3ccc(OC)cc3)CC2)NC(=O)NC1c1ccc(Cl)cc1 (centres undefined),-3,2,4,6,4%,2.1%,-2%,-4,-1%
COC(=O)C1(C)NC(c2ccc(F)cc2)C2C(=O)N(c3ccccc3)C(=O)C21 (centres undefined),1,2,10,-9,4%,0.6%,-4%,-3,11%
CCN(CC(=O)Nc1ccc(NC(C)=O)cc1)CC(=O)Nc1cccc(Cl)c1,17,2,-4,-8,0%,0.2%,-3%,5,1%
CCOCC(=O)N1CCN(c2ccc([N+](=O)[O-])cc2)CC1,13,3,9,0,2%,0.0%,-2%,-4,-1%
O=C(NCc1ccccc1Cl)c1ccc2ccccc2n1,4,-2,4,3,-3%,6.7%,6%,-6,1%
O=C(Nc1ccc(C(=O)NCc2ccccc2Cl)cc1)C1=CSCCO1,-8,1,-9,-1,-10%,-3.3%,4%,2,-2%
O=C(O)CSc1nc2ccc(NC(=O)COc3ccc(Cl)cc3)cc2s1,-24,-1,-1,5,4%,1.0%,1%,4,0%
